# NCF1 inh: blocks human p47phox regulatory protein of NADPH oxidases; inhibition, % at 24.7 µM; P14598; 220,000 compounds, 0.53% hits; p47phox/p22phox peptide binding, fluorescence polarization, 2 h;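 active means inhibition above about 30%, limit read from the data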;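 further: 0% = p47phox with labelled peptide and 100% = labelled peptide alone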
# Target sequence (P14598 whole entry, looked up): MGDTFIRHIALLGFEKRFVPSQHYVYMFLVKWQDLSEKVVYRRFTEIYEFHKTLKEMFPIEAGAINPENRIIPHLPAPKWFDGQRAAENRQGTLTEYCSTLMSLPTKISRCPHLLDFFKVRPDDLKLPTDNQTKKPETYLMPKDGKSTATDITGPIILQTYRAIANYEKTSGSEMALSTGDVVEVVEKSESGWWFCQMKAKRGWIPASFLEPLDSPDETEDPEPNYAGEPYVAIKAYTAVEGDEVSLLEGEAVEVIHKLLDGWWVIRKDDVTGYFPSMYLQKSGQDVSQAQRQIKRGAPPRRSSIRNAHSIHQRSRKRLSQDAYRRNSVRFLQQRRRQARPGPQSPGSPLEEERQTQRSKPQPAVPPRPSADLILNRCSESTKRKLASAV
# S1P4 antagonist: human S1P4 receptor antagonism; S1P4-expressing cells, antagonist mode, reporter read-out; inhibition, % at 4.98 µM; O95977; 220,000 compounds, 0.26% hits; in the data active means inhibition above about 29%;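 further: 0% = wells stimulated with agonist and 100% = vehicle wells without agonist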
# Target sequence (O95977 whole entry, looked up): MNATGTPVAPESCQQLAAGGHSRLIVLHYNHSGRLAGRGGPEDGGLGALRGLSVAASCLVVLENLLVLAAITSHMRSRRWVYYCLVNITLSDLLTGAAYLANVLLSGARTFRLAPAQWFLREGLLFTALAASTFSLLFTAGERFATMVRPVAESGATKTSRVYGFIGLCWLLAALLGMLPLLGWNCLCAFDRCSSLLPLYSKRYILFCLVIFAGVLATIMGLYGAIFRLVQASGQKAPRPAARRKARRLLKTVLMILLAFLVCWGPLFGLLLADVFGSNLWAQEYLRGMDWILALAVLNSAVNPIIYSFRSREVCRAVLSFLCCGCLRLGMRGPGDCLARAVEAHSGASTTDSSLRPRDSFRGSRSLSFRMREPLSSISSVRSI
# NPY-Y1 antag: antagonists of human neuropeptide Y receptor Y1; P25929; HEK293-CNG Y1 cells, membrane potential fluorescence; NPY at EC95, then isoproterenol; 200,000 compounds, 1% hits; inhibition, % at 3.6 µM;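 active means inhibition above the campaign mean inhibition of all tested compounds plus 3 SD, cut at about 20% in these data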;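 further: 0% = DMSO wells given NPY plus isoproterenol and 100% = isoproterenol alone without NPY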
#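 Material: HEK293 cells co-expressing NPY Y1 receptor and cyclic-nucleotide gated channel. Timing: compound incubation 1 h at room temperature, readout 45 min post-stimulation. Signal: fluorescence, membrane potential probe.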
# Ba/F3 V617F tox: reduce viability of Ba/F3 cells dependent on JAK2V617F. 220,000 compounds, 1.1% hits. AID 1446. inhibition, % at 5.6 µM. Ba/F3 EpoR-JAK2V617F viability, ATP luminescence;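 active means inhibition above the campaign mean plus 3 SD over all tested compounds, cut at about 24% in these data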;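 further: cytokine-independent growth of Ba/F3 cells driven by EpoR plus mutant JAK2; 0% = DMSO-treated cells and 100% = JAK inhibitor I control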
# NPY-Y1 PAM-ag: potentiators or agonists of human neuropeptide Y receptor Y1; P25929; activation, % at 3.6 µM; AID 1304; NPY-Y1 expressing cells, potentiator/agonist activation; 220,000 compounds, 0.37% hits; in the data active means activation above about 33%, passing the limit was not always enough;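 further: cells stimulated with NPY at EC10 then isoproterenol at EC100; 0% = low agonist plus stimulus and 100% = saturating agonist plus stimulus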
# NPY-Y2 PAM-ag: human NPY-Y2 potentiation or agonism, primary screen | activation, % at 3.6 µM | 220,000 compounds, 0.45% hits | cells expressing NPY-Y2, potentiator/agonist read-out; in the data active means activation above about 27%;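 further: cells stimulated with NPY near EC25 plus isoproterenol at EC100; 0% = vehicle plus submaximal agonist and 100% = vehicle plus saturating agonist; some results beyond the cut were filed as inactive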
# S1P4 ag: agonists of human S1P4 receptor; O95977; S1P4-expressing cell line, agonist reporter assay; activation, % at 4.98 µM; 220,000 compounds, 0.35% hits; AID 1509; in the data active means activation above about 11%;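 further: 0% = DMSO vehicle and 100% = reference agonist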
# CHOP inhibitor: blocks CHOP induction under ER stress; CHO-K1 CHOP-promoter luciferase, tunicamycin-induced, 15-18 h; inhibition, % at 10 µM; 220,000 compounds, 3.8% hits; AID 2732;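 active means compounds that reduced the stress-induced luciferase reporter signal by more than about 70% of percent inhibition, limit read from the data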;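 further: 0% = tunicamycin plus vehicle and 100% = wells without tunicamycin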
# BaF3 parental: parental Ba/F3 viability inhibition as JAK2V617F counter-screen; CellTiter-Glo ATP luminescence; inhibition, % at 5.6 µM; 220,000 compounds, 1.1% hits;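 active means inhibition above a per-campaign cutoff, the mean inhibition of all tested compounds plus 3 SD, cut at about 27% in these data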;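 further: 0% = DMSO wells and 100% = JAK Inhibitor I control wells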
# Active calls of the source: *; / = not tested or not shown; & = joins results of further samples. Random draw from the library. About 7.1% of those tested had a hit in this group.
SMILES,NCF1 inh,S1P4 antagonist,NPY-Y1 antag,Ba/F3 V617F tox,NPY-Y1 PAM-ag,NPY-Y2 PAM-ag,S1P4 ag,CHOP inhibitor,BaF3 parental
O=C(NC1CC1)c1nc2c(nnn2Cc2ccccc2Cl)c(=O)[nH]1,-8,3,6,2,-13,-8,-0.4,4,2
Cc1nn2c(N3CCN(C)CC3)cc(C(C)(C)C)nc2c1-c1ccccc1,-18,5,/,2,26,14,-0.2,-24,-4
C#CCOCCOCCOCCNc1nc(N2CCN(C(=O)C(Cc3ccc(O)cc3)n3cc(C(N)C(C)CC)nn3)CC2)nc(N2CCN(C(=O)C(Cc3ccc(O)cc3)n3cc(C(N)C(C)CC)nn3)CC2)n1 (stereo not given),/,5,-3,-2,7,-8,-1.9,40,2
Cc1cc(Cl)ccc1NC(=S)NCc1ccco1,0,1,5,-1,4,12,-3.1,2,2
Cn1c(=O)oc2cc(S(=O)(=O)N3CCOCC3)ccc21,-1,-2,-6,-4,-9,7,1.8,-2,1
CC(=O)Nc1c(C(=O)C2CC2)oc2ccccc12,-4,-8,-1,-3,22,-3,0.7,3,-2
O=C(c1cccc(Br)c1)N1CCN(S(=O)(=O)N2CCOCC2)CC1,3,8,-4,-2,1,8,-0.8,17,-1
O=C(Nc1ccccc1)N1CCSc2ccccc21,-2,-11,-3,-5,5,-10,-1.1,5,7
CCCc1cc(=O)[nH]c(SCc2cccc(C)c2)n1,-4,7,14,0,23,-5,0.1,39,6
COc1ccc(-n2c(C)cc(C(=O)CN3C(=O)c4ccccc4C3=O)c2C)cc1,-16,-12,7,-3,8,10,3.1,28,3
CCOC(=O)CCCN1CC(O)=C(c2nc(-c3ccc(Cl)cc3)cs2)C1=N,-24,3,2,2,-4,3,0.1,56,5
CCN1CCN(C2=C(Cl)C(=O)N(Cc3ccccc3)C2=O)CC1,-17,-26,4,-2,-14,4,0.2,36,1
CC(C)CNC(=S)NC1CCCC1,-4,-12,5,0,3,1,1.8,-22,3
CCOC(=O)c1ccc(Oc2cc(C)nc(SC)n2)cc1,-14,-15,14,-4,1,10,0.0,/,1
CCCCC(CC)C(=O)Oc1ccc(O)c(C(C)(C)C)c1 (stereo not given),1,9,7,3,7,-3,0.4,104*,-1
CCOC(=S)SCC(=O)N1CCc2ccccc2C1C1C(=O)CCCC1=O (stereo not given),-6,4,-1,-6,11,-8,-1.0,4,-2
Cc1ccc(NC(=O)C2CC(=O)n3ncnc3N2)cc1 (stereo not given),-1,-7,-6,-1,11,-8,2.0,18,5
CC(=O)N/C(N)=N/c1nc2cc(C)ccc2o1,-5,-4,/,-3,14,3,0.8,19,-1
CCOC(=O)c1cnc2ccc(OC)cc2c1NCc1ccccc1,2,4,27*,9,-75,-51,1.0,51,3
COc1cc(CC(=O)OCC(=O)Nc2ccc(S(=O)(=O)N3CCCC3)cc2)cc(OC)c1OC,-5,-12,2,-3,3,-12,-0.9,-10,0
COc1ccc(-c2nn(CCC(=O)O)cc2/C=C/C(=O)O)cc1[N+](=O)[O-],-4,-10,-1,-3,16,4,1.3,4,6
COC(=O)c1ccc(C(=O)NCCCCO)cc1,0,-14,1,3,-4,-8,-0.3,0,11
CCn1c(=O)c2c(nc3n2CCCN3CCc2ccccc2)n(C)c1=O,5,-5,-5,-1,-11,3,-1.8,19,3
CCCC(C(=O)NC1CCCC1)N(CC1CCCO1)C(=O)c1snc(C(N)=O)c1N (stereo not given),0,-7,0,0,-8,7,0.9,-1,0
Cc1ccc(S(=O)(=O)N2CCOCC2)cc1NC(=O)Cn1ccsc1=N,-5,4,7,1,-17,-1,0.0,31,5
N#CCCN(C(=S)NC(=O)c1ccco1)c1ccccc1F,-1,-5,1,-2,2,1,0.0,-18,3
COc1ccc(C2=CC(c3sccc3C)n3nnnc3N2)cc1 (stereo not given),-4,11,6,2,-34,-4,-0.1,8,7
Cn1cccc1/C=N/NC(=O)Cc1ccccc1,-10,0,/,-2,12,12,-0.9,-3,-9
CCCNC(=O)NS(=O)(=O)c1ccc(Cl)cc1,11,-13,0,-3,-14,18,2.5,4&-1,5
CCOC(=O)C1CCCN(c2nc3ccccc3nc2C(C#N)C(=O)OC(C)C)C1 (stereo not given),2,-7,-4,-5,3,5,3.6,28,-1
CS(=O)(=O)N1CCN(C2Cc3ccccc3C2)CC1,1,-12,8,-5,-6,10,-2.4,-26,2
COc1ccc(N(CC(=O)Nc2ccc3c(c2)OCO3)S(=O)(=O)c2ccccc2)cc1OC,-3,0,/,-2,-4,0,-1.6,-3,4
Nc1ccn(Cc2ccccc2)n1,2,-5,-1,-3,-1,-1,2.5,18,-1
CCC(C)NC(=O)CSc1nc2c(sc3ccccc32)c(=O)n1CCCN1CCOCC1 (stereo not given),-9,-20,2,-4,22,-4,-2.6,15,3
CC(=O)Nc1ccc(C(=O)N/C(=C\c2ccccc2)C(=O)Nc2cccc(C(=O)O)c2)cc1,5,13,/,1,15,-1,1.7,10,3
Cc1cc[n+](CC(=O)c2ccc3c(c2)OCCO3)cc1,-17,-3,0,1,-3,4,-1.2,0,9
CN(C)CCCNc1oc(/C=C/c2ccccc2)nc1C#N,-9,4,/,2,-8,-17,3.8,-8,4
CO/N=C/C=C1/N(C)c2ccccc2C1(C)C,-17,2,2,-1,-3,1,0.0,21,2
Cc1cccc(NC(=O)CN2C(=O)COc3ccc(Cl)cc32)c1C,-9,11,16,4,-10,-13,-2.9,12,9
CSc1nnc(C)c(=O)n1COC(=O)COc1ccccc1C,16,-19,-3,-3,0,-6,5.3,-5,2
Cc1cc(C)n2nc(C(=O)Nc3ccc4c(c3)CCC4)nc2n1,0,-14,-4,-1,-6,-5,0.6,-8,3
c1ccc(-n2ncc3c(NCCCN4CCOCC4)ncnc32)cc1,-11,-27,-12,-2,2,4,0.7,-5,3
O=C(Cn1cnc2ccccc21)N/N=C/c1cccc([N+](=O)[O-])c1,-3,3,-3,2,0,-10,-1.4,6,12
O=C1CN(C(=O)CSc2nnc(-c3ccccc3)n2Cc2ccc3c(c2)OCO3)c2ccccc2N1,-3,-5,-1,2,-10,-9,-0.2,-18,1
Fc1ccccc1Cc1noc(CN2CCCC(CN3CCOCC3)C2)n1 (stereo not given),2,-32,-3,9,-22,-26,1.3,22,11
Cc1cnc(C(=O)N2CCN(c3ccc(C(F)(F)F)cn3)CC2)cn1,2,-2,/,-1,7,-4,-0.6,6,-4
CCOC(=O)C(NC(C)=O)(Nc1ccc(S(=O)(=O)Nc2nccs2)cc1)C(F)(F)F (stereo not given),-2,-11,1,1,-7,1,0.8,3,4
O=C(CCCN1C(=O)c2ccccc2C1=O)NC1CCCCCC1,-10,-29,-2,-4,15,10,0.6,3,-1
CCCOc1ccccc1N/C(=N\S(=O)(=O)c1ccc(C)cc1)Nc1nc(C)cc(C)n1,/,-26,1,0,4,13,0.3,/,7
O=C(CSc1nnc2ccccn12)NNC(=O)c1ccc(Br)cc1,-3,-5,1,1,-25,-4,1.6,10,2
COC(=O)CCN(C(=O)c1ccc(C)c([N+](=O)[O-])c1)c1ccccn1,3,-16,1,-2,8,10,0.9,8,0
O=C(CN1CCC(n2nnc3cc(F)ccc32)CC1)NNC(=O)c1ccccc1,0,-13,7,0,7,1,1.3,2,3
O=C(COc1nsnc1N1CCOCC1)N/N=C/c1ccccc1O,-15,-4,0,-2,3,13,0.8,50,3
Cn1c(=O)c2c(ncn2CC(=O)Nc2cccc(S(=O)(=O)Nc3ccccc3F)c2)n(C)c1=O,-14,-9,-3,1,-3,0,-0.6,-3,5
CN=C(Nc1ccccc1OC)SC1CC(=O)N(c2ccc(C(=O)OC)cc2)C1=O (stereo not given),-5,-9,-2,0,12,16,-3.6,-9,0
O=C(Nc1ccon1)c1cc2c(s1)CCCC2,-8,5,-1,3,3,3,-1.5,7,9
COc1ccc2c(C)cc(SCc3c(C)noc3C)nc2c1,0,3,2,-1,-35,-13,-4.5,59,2
O=C(C1CCN(c2nnc(-n3cccc3)s2)CC1)N1CCN(Cc2ccc3c(c2)OCO3)CC1,-15,-1,-1,-4,-1,11,0.0,46,0
COc1ccc(CC(=O)n2[nH]c(=O)ccc2=O)cc1OC,12,2,/,2,2,10,0.0,4,0
Nn1c(Cc2ccccc2F)nnc1SCn1nnc2ccccc2c1=O,-1,-6,-12,-1,21,5,0.2,8,2

# Looked up by structure from above, 5 records:
SMILES,NCF1 inh,S1P4 antagonist,NPY-Y1 antag,Ba/F3 V617F tox,NPY-Y1 PAM-ag,NPY-Y2 PAM-ag,S1P4 ag,CHOP inhibitor,BaF3 parental
CC(C)CNC(=S)NC1CCCC1,-4,-12,5,0,3,1,1.8,-22,3
CCOC(=O)C1CCCN(c2nc3ccccc3nc2C(C#N)C(=O)OC(C)C)C1 (stereo not given),2,-7,-4,-5,3,5,3.6,28,-1
Fc1ccccc1Cc1noc(CN2CCCC(CN3CCOCC3)C2)n1 (stereo not given),2,-32,-3,9,-22,-26,1.3,22,11
CC(=O)Nc1c(C(=O)C2CC2)oc2ccccc12,-4,-8,-1,-3,22,-3,0.7,3,-2
CCC(C)NC(=O)CSc1nc2c(sc3ccccc32)c(=O)n1CCCN1CCOCC1 (stereo not given),-9,-20,2,-4,22,-4,-2.6,15,3

# Continued:
SMILES,NCF1 inh,S1P4 antagonist,NPY-Y1 antag,Ba/F3 V617F tox,NPY-Y1 PAM-ag,NPY-Y2 PAM-ag,S1P4 ag,CHOP inhibitor,BaF3 parental
Cc1ccccc1CSCc1nc(N)nc(Nc2ccccc2C)n1,-9,7,1,2,-9,-15,-2.7,32,3
CC(=O)/C(=N\Nc1ccc(Cl)cc1Cl)Sc1nnc(-c2ccccc2)n1-c1ccccc1,-1,-11,0,-2,-11,3,1.3,60,1
CC(=O)Nc1cc(C(=O)N2CCOCC2)ccc1S(=O)(=O)c1ccc(C)cc1,-14,-6,-1,-1,10,11,-0.7,-2,3
CCN(C(=O)COC(=O)c1c(C)c(-c2ccccc2)nc2ccccc12)C1CCS(=O)(=O)C1 (stereo not given),-9,-14,/,-1,24,-5,-0.1,20,-7
Cc1ccccc1-c1nnn(C/C(N)=N/O)n1,1,-1,2,3,-18,6,-0.9,-8,4
CCOc1ccc(OCC)c(N=c2oc3c(C)ncc(CO)c3cc2C(N)=O)c1,-4,-8,0,-3,5,3,-0.3,-18,1
Cc1ccccc1OCC(=O)NNC=O,-7,-19,1,0,5,-7,0.5,6,0
S=c1sc2c(N3CCOCC3)ncnc2n1-c1ccccc1,-7,-3,-1,-3,10,11,-0.1,-31,8
CCOC(=O)c1ccc(-n2c(CN3CCN(CC)CC3)nc3ccc([N+](=O)[O-])cc3c2=O)cc1,-3,-21,1,3,-5,-9,-1.0,-16,3
CCN(c1cccc(C)c1)S(=O)(=O)c1ccc2c3c(cccc13)C(=O)N2,-6,-16,-6,1,-3,-2,1.0,57,6
CSc1nc(C)cc(OCCO)n1,3,-13,5,-4,7,-5,-0.8,2,5
O=C(CSc1nc2ccccc2o1)Nc1ccccc1N1CCCCCC1,-17,0,10,5,-17,-20,-2.0,43,10
COCCNC(=O)CCCn1c(=O)c2ccccc2n(CC(=O)NCCC2=CCCCC2)c1=O,-14,1,0,-4,6,11,1.6,20,-1
CN1CCCN(Cc2nc(-c3ccc(Cl)cc3)no2)CC1,0,-1,-2,2,-20,-10,-0.5,14,5
O=C1CCCc2nn(-c3ccccc3)nc21,-12,-7,-1,0,-4,-16,-2.8,28,3
COc1cccc(-c2c(C#N)c(SC)nc3cc(C)nn23)c1,-8,5,/,-1,-55,11,-0.3,-6,-4
CCOC(=O)C(CCCOc1ccc(C)cc1)C(=O)OCC,-7,-13,12,0,1,4,0.8,95*,5
